Bioassay records (PubChem)
PRMT1 FP inh – inhibitors of human PRMT1. Q99873. recombinant PRMT1, activity-based probe fluorescence polarization. inhibition, % at 2.79 µM. 370,000 tested, 1.3% active;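 active means inhibition above about 21% made by adding two undisclosed values, limit read from the data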
Target sequence (Q99873 whole entry, looked up): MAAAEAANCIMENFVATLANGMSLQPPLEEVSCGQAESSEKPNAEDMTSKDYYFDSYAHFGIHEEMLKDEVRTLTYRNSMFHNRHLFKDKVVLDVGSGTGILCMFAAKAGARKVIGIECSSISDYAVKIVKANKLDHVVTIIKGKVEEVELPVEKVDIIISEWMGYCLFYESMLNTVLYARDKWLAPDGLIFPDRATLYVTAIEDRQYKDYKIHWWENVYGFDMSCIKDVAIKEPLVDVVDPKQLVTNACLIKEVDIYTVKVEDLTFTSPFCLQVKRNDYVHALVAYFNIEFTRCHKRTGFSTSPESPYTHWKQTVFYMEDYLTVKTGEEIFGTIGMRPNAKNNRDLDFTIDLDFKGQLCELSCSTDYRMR
TDP2 absorb – blocks human TDP2 phosphodiesterase activity; O95551; recombinant TDP2, T5PNP hydrolysis, p-nitrophenol absorbance 415 nm; inhibition, % at 12.8 µM; 370,000 tested, 0.34% active;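 active means inhibition above the mean of all tested compounds plus 3 SD, set per campaign, cut at about 25% in these data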;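 further: 0% = DMSO with enzyme and 100% = buffer with substrate but no TDP2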
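Assay system: Recombinant human TDP2 | Quantity: 120 nM TDP2 per well | Incubation: 2 h at 37 °C | Signal: Epi absorbance | Evaluation: Percent inhibition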
NPR2 activator – GC-B (human) receptor activation; P20594; HEK293-GC-B cells, CNP EC30, cGMP TR-FRET; 0% at EC30 CNP, 100% saturating CNP; activation, % at 10 µM; 370,000 tested, 0.11% active;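 active means activation at 10 µM reaching about 35% in either raw or pattern-adjusted values, limit read from the data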
MBD2 DNA inh – blocks human MBD2 binding to methylated DNA | 370,000 tested, 0.31% active | inhibition, % at 4.4 µM | TR-FRET, MBD2 binding to methylated oligonucleotide | Q9UBB5 | AID 686964; in the data active means inhibition above about 13%
Target sequence (Q9UBB5 whole entry, looked up): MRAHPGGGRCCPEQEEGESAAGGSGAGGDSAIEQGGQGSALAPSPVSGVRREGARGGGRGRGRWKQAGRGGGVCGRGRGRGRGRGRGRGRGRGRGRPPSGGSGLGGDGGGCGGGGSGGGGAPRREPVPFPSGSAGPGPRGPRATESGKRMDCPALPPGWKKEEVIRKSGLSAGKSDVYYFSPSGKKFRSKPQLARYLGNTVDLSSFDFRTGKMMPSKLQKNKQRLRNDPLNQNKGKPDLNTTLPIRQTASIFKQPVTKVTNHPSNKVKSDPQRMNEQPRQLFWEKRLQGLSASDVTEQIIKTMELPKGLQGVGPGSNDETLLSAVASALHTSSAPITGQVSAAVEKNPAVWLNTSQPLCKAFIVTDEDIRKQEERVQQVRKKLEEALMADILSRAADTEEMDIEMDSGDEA
mABHD4 FP – inhibits mouse alpha/beta hydrolase domain 4; Q8VD66; purified mABHD4, FP-Rh probe fluorescence polarization; inhibition, % at 8.92 µM; 370,000 tested, 0.54% active; AID 720543;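 active means inhibition exceeding the mean over every tested compound plus 3 SD, cut at about 30% in these data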;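 further: 0% = plate median of compound wells and 100% = S159A mutant with DMSO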
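Assay system: wild-type mouse ABHD4 protein; compound: single nominal dose of 8.92 µM, 0.89% DMSO final; schedule: 45 min + 60 min at 25 °C; measured by: FP readout, ex 525 nm / em 598 nm; evaluation: % inhibition of FP-Rh probe binding versus controls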
LEDGF integ inh – blocks HIV-1 LEDGF/p75-dependent DNA integration; 370,000 tested, 0.64% active; inhibition, % at 3.7 µM; TR-FRET IN-LEDGF/p75 DNA integration, Eu/Cy5;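 active means inhibition above the screen-wide mean plus 3 SD, cut at about 13% in these data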;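 further: signal is the Cy5 over europium emission ratio at 671 and 618 nm; 0% = plate median of compound wells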
TCR-CD3 inh – blocks the human TCR-CD3 interaction; 360,000 tested, 0.37% active; inhibition, % at 9.4 µM; TAMRA-labeled TCR probe fluorescence, biochemical; in the data active means inhibition above about 19%;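 further: recombinant mutant TCR 2C K166C tagged with TAMRA read by polarization; 0% = receptor in buffer alone and 100% = receptor with positive control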
rCAG binder – r(CAG) repeat RNA binding; TO-PRO-1 dye displacement fluorescence; 370,000 tested, 1.3% active; inhibition, % at 3 µM; AID 651821;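 active means inhibition above the plate cutoff, the mean of all test compounds on that plate plus 3 SD, cut at about 35% in these data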;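 further: 0% = DMSO alone and 100% = 100 µM mitoxantrone as full dye displacement; higher means more dye released from RNA so lower well fluorescence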
HTRA1 inhibitor – HTRA1 (human) protease inhibition; recombinant HTRA1, FP-rhodamine activity-based probe, fluorescence polarization; inhibition, % at 5.96 µM; 340,000 tested, 0.5% active; AID 504803; in the data active means inhibition above about 36%;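 further: 0% = enzyme with DMSO and 100% = wells lacking enzyme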
SIAE inh – inhibitors of human sialic acid acetylesterase SIAE; Q9HAT2; SIAE FP-Rh probe binding, fluorescence polarization; inhibition, % at 9.66 µM; 370,000 tested, 0.69% active; AID 1053197;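 active means inhibition above a cutoff: mean of compounds within the control limits plus 3 SD of those, cut at about 17% in these data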;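 further: 0% = plate median of compound wells and 100% = probe without SIAE protein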
* marks the source's active call; other numbers are inactive results; . = no result given. Some of the compounds tested; rates above refer to the full screens.

SMILES | PRMT1 FP inh | TDP2 absorb | NPR2 activator | MBD2 DNA inh | mABHD4 FP | LEDGF integ inh | TCR-CD3 inh | rCAG binder | HTRA1 inhibitor | SIAE inh
COc1cc(/C=C2\C(=N)N3N=C(C(C)C)SC3=NC2=O)ccc1OCCOc1ccc(NC(C)=O)cc1 | 6 | -10 | -5 | 7 | -6 | 4 | -1 | 21 | -1 | 1
CC(=O)c1ccc(C(=O)N(C)C2CCCN(Cc3ccccc3F)C2)s1 (centres undefined) | -2 | 0 | 1 | 1 | 1 | 3 | 8 | -7 | 1 | -3
COC(=O)c1cccc(NC(=O)Cn2cnc3ccccc3c2=O)c1 | -3 | -2 | -4 | -6 | -1 | 1 | 4 | 3 | -3 | 2
O=C(NCc1ccccc1)C(c1cccnc1)N(C(=O)c1ccccn1)c1ccccc1F (centres undefined) | -1 | -2 | 1 | 4 | 11 | 1 | 3 | -3 | 5 | 0
N#C/C(=C/c1ccc(N2CCCCC2)o1)C(=O)NCCc1c[nH]c2ccccc12 | -51 | -17 | 0 | -8 | -5 | 3 | -5 | 9 | 9 | 8
COc1ccccc1NC(=O)C1CC(O)CN1C(=O)Oc1ccccc1 (centres undefined) | -6 | 4 | -3 | 2 | -6 | 1 | 1 | 2 | -2 | -4
COc1cccc(/C=N/N2CCOCC2)c1O | 0 | 0 | 7 | 0 | 4 | 1 | 7 | -1 | 6 | 3
CCOc1ccc(N2C(=O)C3C(c4ccc(O)cc4)NC(CCSC)(C(=O)OC)C3C2=O)cc1 (centres undefined) | 6 | 11 | 0 | 5 | 2 | -2 | -6 | 1 | 1 | 6
Cc1cc(-c2nc3ncccc3o2)ccc1N | 1 | -3 | -4 | -1 | -2 | 1 | 0 | 4 | 8 | -1
CC(C)COc1ccc(C(=O)Nc2sc3c(c2C(=O)O)CC(C)(C)OC3)cc1 | 3 | 0 | -4 | 3 | 10 | -3 | -7 | 12 | -2 | -7
C[C@H](CO)N1C[C@H](C)[C@@H](CN(C)S(=O)(=O)c2ccc3ccccc3c2)OCc2cnnn2CCCC1=O | 0 | -10 | 1 | -3 | 5 | 1 | -10 | 3 | 7 | 1
CN(C)S(=O)(=O)c1ccc(NC(=O)CCNC(=O)c2ccco2)cc1 | 3 | 12 | 1 | 1 | 4 | 1 | 10 | 2 | 10 | -2
NC(=O)CC(NC(=O)c1ccc(Br)cc1)c1ccc(N2CCCCCC2)c([N+](=O)[O-])c1 (centres undefined) | 1 | -10 | 0 | -5 | 4 | -1 | 5 | 1 | 7 | 4
Cc1ccc(CCNC(=O)CN2C(=O)CSc3ccc(S(=O)(=O)N4CCOCC4)cc32)cc1 | 6 | 5 | 4 | 5 | -7 | 1 | -1 | 0 | -4 | 3
Cn1c(CSCc2ccc(Cl)cc2)n[nH]c1=S | 4 | -5 | 0 | -1 | 2 | -10 | -6 | -4 | -4 | -1

Compounds above with a halogen (4):
SMILES | PRMT1 FP inh | TDP2 absorb | NPR2 activator | MBD2 DNA inh | mABHD4 FP | LEDGF integ inh | TCR-CD3 inh | rCAG binder | HTRA1 inhibitor | SIAE inh
CC(=O)c1ccc(C(=O)N(C)C2CCCN(Cc3ccccc3F)C2)s1 (centres undefined) | -2 | 0 | 1 | 1 | 1 | 3 | 8 | -7 | 1 | -3
O=C(NCc1ccccc1)C(c1cccnc1)N(C(=O)c1ccccn1)c1ccccc1F (centres undefined) | -1 | -2 | 1 | 4 | 11 | 1 | 3 | -3 | 5 | 0
NC(=O)CC(NC(=O)c1ccc(Br)cc1)c1ccc(N2CCCCCC2)c([N+](=O)[O-])c1 (centres undefined) | 1 | -10 | 0 | -5 | 4 | -1 | 5 | 1 | 7 | 4
Cn1c(CSCc2ccc(Cl)cc2)n[nH]c1=S | 4 | -5 | 0 | -1 | 2 | -10 | -6 | -4 | -4 | -1

As a short view, part of the list above:
SMILES | PRMT1 FP inh | TDP2 absorb | NPR2 activator | MBD2 DNA inh | mABHD4 FP | LEDGF integ inh | TCR-CD3 inh | rCAG binder | HTRA1 inhibitor | SIAE inh
CC(C)COc1ccc(C(=O)Nc2sc3c(c2C(=O)O)CC(C)(C)OC3)cc1 | 3 | 0 | -4 | 3 | 10 | -3 | -7 | 12 | -2 | -7
C[C@H](CO)N1C[C@H](C)[C@@H](CN(C)S(=O)(=O)c2ccc3ccccc3c2)OCc2cnnn2CCCC1=O | 0 | -10 | 1 | -3 | 5 | 1 | -10 | 3 | 7 | 1
CN(C)S(=O)(=O)c1ccc(NC(=O)CCNC(=O)c2ccco2)cc1 | 3 | 12 | 1 | 1 | 4 | 1 | 10 | 2 | 10 | -2
NC(=O)CC(NC(=O)c1ccc(Br)cc1)c1ccc(N2CCCCCC2)c([N+](=O)[O-])c1 (centres undefined) | 1 | -10 | 0 | -5 | 4 | -1 | 5 | 1 | 7 | 4
Cc1ccc(CCNC(=O)CN2C(=O)CSc3ccc(S(=O)(=O)N4CCOCC4)cc32)cc1 | 6 | 5 | 4 | 5 | -7 | 1 | -1 | 0 | -4 | 3
Cn1c(CSCc2ccc(Cl)cc2)n[nH]c1=S | 4 | -5 | 0 | -1 | 2 | -10 | -6 | -4 | -4 | -1

Remaining list, next part.
SMILES | PRMT1 FP inh | TDP2 absorb | NPR2 activator | MBD2 DNA inh | mABHD4 FP | LEDGF integ inh | TCR-CD3 inh | rCAG binder | HTRA1 inhibitor | SIAE inh
CC(C)Cn1cc(C(=O)NCc2cccs2)c2c3ccccc3n(C)c2c1=O | -4 | 4 | -14 | -10 | 2 | 1 | 4 | 9 | -9 | 1
CSc1ccccc1NC(=O)C1=COCCO1 | -2 | 8 | -1 | -4 | 4 | 4 | 6 | -2 | 2 | 7
CC(NC(=O)c1cc(F)c(F)c(F)c1F)c1ccc(-n2ccnc2)cc1 (centres undefined) | 3 | 1 | -5 | 1 | 8 | 0 | 4 | -1 | 4 | -5
CCN(CC)S(=O)(=O)c1cc(NC(=O)CCCOc2ccc(C(C)=O)cc2)ccc1C | 0 | -5 | -6 | 3 | -5 | -3 | -2 | 2 | -10 | -11
CC(=O)N(C(C)=O)c1ncnc2c1c(-c1ccc(Cl)cc1)nn2C(C)(C)C | -5 | 6 | -4 | -2 | -3 | 6 | -3 | -8 | -7 | 5
CN(CC(=O)Nc1ccccc1Cl)C(=O)CSc1nc2ccccc2s1 | -2 | -9 | 1 | 1 | 0 | -3 | 13 | 3 | -6 | 3
C=CCOc1c(Cl)cc(CNCCC)cc1Cl | 1 | -12 | 4 | -1 | 6 | 2 | -4 | -1 | -3 | 1
O=C1ON=C(c2ccccc2)/C1=C/c1ccco1 | 16 | 17 | 35* | 2 | -12 | 7 | -1 | 17 | 8 | -3
Cc1sc2nc(CN(C(=O)NC3CCCCC3)C3CCCC3)[nH]c(=O)c2c1C | -1 | -6 | -1 | 0 | -2 | 1 | 3 | -1 | -4 | -1
Cc1cccc(C(=O)Nc2nc3ncccn3c2-c2ccccc2)c1 | -4 | 6 | -4 | 7 | 0 | 4 | . | 0 | . | -2
Cc1ccc(NS(=O)(=O)c2ccc(C(=O)NC3CCN(Cc4ccccc4)CC3)cc2)cc1 | 4 | 1 | -7 | 0 | -2 | -8 | -2 | 5 | -14 | -2
COc1ccc(C(C)(C)C)cc1NC(=O)COC(=O)CN1C(=O)NC2(CCCCC2C)C1=O (centres undefined) | -4 | -5 | 8 | -3 | -9 | -3 | 4 | -1 | 2 | 6
CCn1c(SCc2ccc(C)cc2)nnc1-c1nn(-c2ccccc2)ccc1=O | -4 | -12 | -7 | -7 | -12 | 3 | 7 | 0 | -6 | 1
CCOC(=O)Cn1ccc(-c2ccccc2)c(C#N)c1=O | -4 | -2 | . | -4 | 1 | 2 | -4 | 0 | -1 | 2
NC(=S)N/N=C/c1cccc(Br)c1 | 1 | -2 | -2 | -3 | -8 | 0 | 4 | -5 | -3 | -11
CCCCN(C(=O)c1cccc(S(=O)(=O)N2CCOCC2)c1)c1c(N)n(CCC)c(=O)[nH]c1=O | 1 | -3 | -3 | 1 | 3 | -4 | -4 | 0 | 3 | -1
COc1ccc(CC(=O)Nc2ccc(-c3noc(COc4ccccc4C)n3)cc2)cc1 | 0 | 5 | 2 | -1 | -1 | -1 | 5 | 0 | -7 | 4
CC(C)c1[nH]nc2c1C(c1ccc(Br)cc1)NC2=O (centres undefined) | 0 | -2 | 6 | -3 | -1 | -2 | 6 | 2 | . | 0
O=C(O)CCC(=O)CCC(=O)c1ccccc1 | 1 | -8 | 2 | 3 | 0 | -2 | -7 | 0 | -2 | -1
O=C(Nc1cccnc1)c1coc(=O)c2ccccc12 | -1 | -8 | -22 | -1 | -5 | 5 | -3 | 3 | 0 | -5
Cc1ccc([N+](=O)[O-])cc1NC(=O)CCc1ccccc1 | -1 | 12 | 1 | 2 | -8 | 1 | -1 | 0 | 0 | 2
O=C(c1ccc(Cl)cc1Cl)N1CCC(c2nc3c(nnn3Cc3ccco3)c(=O)[nH]2)CC1 | 1 | -3 | 14 | -1 | 3 | 1 | -6 | 8 | -18 | -5
CCCN(c1ccc(OCC)cc1)S(=O)(=O)c1ccc2c(c1)NC(=O)CO2 | -3 | 4 | -1 | -4 | 6 | 2 | 4 | -3 | -12 | 6
C[C@H](O)[C@@H]1C(=O)N2CCc3ccc(-c4cccc(F)c4)cc3[C@@H]2C[C@@H]1N(C)C(=O)C(C)(C)C | -2 | -3 | -1 | 0 | 1 | 0 | 1 | 0 | -3 | -1
CCNC(=S)N(Cc1cc2cc(C)ccc2[nH]c1=O)C1CCCC1 | 3 | -6 | 2 | -3 | -2 | -1 | 6 | -3 | 0 | -1
CC(CCn1cccn1)NC(=O)c1cc(COc2ccc(F)cc2Cl)on1 (centres undefined) | 0 | 8 | 2 | 0 | 2 | -6 | -5 | -4 | -7 | -5
O=C(NC12CC3CC(CC(C3)C1)C2)c1cc(F)c(F)c(F)c1F | -3 | 5 | 0 | 5 | 3 | -3 | 0 | -4 | -5 | 1
O=C(CCN1C(=O)COc2ccccc21)NCc1cccs1 | 0 | 5 | 4 | 4 | 5 | 0 | -9 | -2 | 3 | 4
COc1ccc(NC(=O)c2ccc3nc[nH]c3c2)c(OC)c1 | 4 | -4 | -2 | 8 | 2 | 0 | -1 | 2 | 11 | 2
CC(=O)N1CCN(c2ccccc2NC(=O)COc2cc(C)cc(C)c2)CC1 | -1 | -9 | -3 | 1 | -5 | 2 | -3 | 0 | -15 | -4
O=C(NCc1cccnc1)/C(=C\c1ccc(-c2ccc(Br)cc2)o1)S(=O)(=O)c1ccccc1 | 8 | 5 | -17 | -1 | -3 | -1 | -7 | 3 | -38 | -6
CC(/C=N/NC(=O)c1ccncc1)=C\c1ccc(C(C)C)cc1 | 1 | -13 | -8 | -1 | 2 | 4 | 8 | 1 | -16 | -4
CN(C)S(=O)(=O)c1ccc(C(=O)OCCCN=C2NS(=O)(=O)c3ccccc32)cc1 | -4 | 13 | -2 | -8 | -3 | 0 | 2 | 0 | 3 | -4
